core dimer inh: blocks dimerization of HCV core protein. TR-FRET GST/Flag-core106 dimerization, 1536-well. inhibition, % at 5 µM. 300,000 tested, 0.33% active;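 active means inhibition above the mean of all tested compounds plus 3 SD, set per screening campaign, cut at about 45% in these data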
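assay system = GST-tagged and Flag-tagged HCV core protein residues 1-106 | controls = unlabelled core106 and no-GST-core106 wells | incubation = compound-protein-antibody incubation 4 h at 22.5 °C | probe or stimulus = Eu donor and XL665 acceptor anti-tag antibodies | read-out = % inhibition based on acceptor/donor emission ratio | signal = TR-FRET 671 and 617 nm emission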
CTSL1 counter: blocks F. hepatica cathepsin L1 in PFM18AAP counter-screen. recombinant F. hepatica cathepsin L1, Z-Leu-Arg-MCA fluorescence. inhibition, % at 5.96 µM. 300,000 tested, 0.49% active. AID 1906;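 active means inhibition above the mean of all tested compounds plus 3 SD, set per screening campaign, cut at about 17% in these data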;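 further: 0% = plate median of test compound wells and 100% = 1 µM Z-Phe-Ala-diazomethylketone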
Efflux pump mplx: inhibitors of Candida antifungal efflux pumps expressed in yeast. S. cerevisiae Candida pump triplex, Nile Red efflux. AID 485275. 330,000 tested, 0.44% active. inhibition, % at 10 µM;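 active means plate passing quality check with inhibition over a set limit, or well fluorescence over plate mean plus 4 SD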;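 further: Nile Red retained in pooled yeast measured as flow cytometry median fluorescence; 0% = buffer negative control and 100% = Enniatin B positive control; higher means more Nile Red kept so more efflux inhibition; some compounds called inactive have numbers as strong as hits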
proCasp7 act: activates human procaspase-7, counter-screen for procaspase-3 activators; 330,000 tested, 0.093% active; P55210; AID 463210; recombinant procaspase-7, Ac-DEVD-pNA absorbance 405 nm; D23A/D198A/D206A triple mutant, cannot self-cleave; scale: DMSO 0, 5 µM enzyme 100; activation, % at 8.5 µM;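 active means percent activation above the screen-wide mean plus 3 SD, cut at about 25% in these data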
Target sequence (P55210 whole entry D23A/D198A/D206A): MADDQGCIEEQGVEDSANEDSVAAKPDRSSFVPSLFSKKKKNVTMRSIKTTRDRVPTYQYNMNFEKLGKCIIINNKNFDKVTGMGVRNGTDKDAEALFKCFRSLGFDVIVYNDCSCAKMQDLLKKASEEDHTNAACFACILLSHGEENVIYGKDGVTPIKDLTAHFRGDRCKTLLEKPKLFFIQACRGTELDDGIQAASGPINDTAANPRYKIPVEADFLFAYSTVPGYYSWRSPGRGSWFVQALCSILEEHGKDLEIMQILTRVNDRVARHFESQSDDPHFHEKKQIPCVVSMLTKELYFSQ
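Assay system – Uncleavable procaspase-7 mutant enzyme · Quantity – 2 µM procaspase-7 mutant as dispensed · Times – 1 h preincubation, 2 h reaction · Dosing – single nominal 8.5 µM compound dose, 0.8% DMSO final · Buffer or medium – Zinc-free 50 mM HEPES buffer, pH 7.4, with NaCl and Triton X-100 · Detection – Epi-absorbance of released pNA at 405 nm, two timepoints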
PP5 inh: PP5 (human) phosphatase inhibition. inhibition, % at 6.7 µM. P53041. AID 1987. 320,000 tested, 0.18% active. purified PP5c, OMFP substrate fluorescence;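 active means inhibition above the campaign's mean inhibition across all tested compounds plus 3 SD, cut at about 9.5% in these data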;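 further: 0% = DMSO only and 100% = 100 µM cantharidin control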
TPT1 inhibitor: C. albicans TPT1 enzyme inhibition; 300,000 tested, 0.81% active; recombinant caTPT1, FP RNA substrate dephosphorylation; inhibition, % at 5 µM;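 active means inhibition above the mean of all tested compounds plus 3 SD, set per screening campaign, cut at about 24% in these data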;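 further: plate controls were DMSO alone for no effect and ferristatin control at 100 nM for full effect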
JMJD2C inh: blocks human GASC-1 demethylase activity. GST-JMJD2C(1-420) H3K9me3 demethylation, DELFIA europium. 330,000 tested, 0.069% active. inhibition, % at 2.35 µM. Q9H3R0. AID 2099;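 active means more than half of a compound's replicate wells show inhibition beyond 50%, single wells judged on their own value; inconclusive means some, but no more than half, of replicates pass 50% inhibition; inactive means no replicate passes 50% inhibition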;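 further: signal counts dimethyl H3K9 product captured on neutravidin plate; 0% = median of DMSO wells and 100% = 0.3 times that DMSO median; strong numbers were not always called active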
procasp3 activ: activates human procaspase-3; recombinant procaspase-3 D3A, Ac-DEVD-pNA absorbance 405 nm; activation, % at 8.5 µM; 330,000 tested, 0.11% active;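 active means activation above the mean of all tested compounds plus 3 SD, cut at about 21% in these data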;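 further: 0% = DMSO alone and 100% = DMSO wells spiked with extra 5 µM PC-3 D3A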
Target sequence (P42574 whole entry D9A/D28A/D175A): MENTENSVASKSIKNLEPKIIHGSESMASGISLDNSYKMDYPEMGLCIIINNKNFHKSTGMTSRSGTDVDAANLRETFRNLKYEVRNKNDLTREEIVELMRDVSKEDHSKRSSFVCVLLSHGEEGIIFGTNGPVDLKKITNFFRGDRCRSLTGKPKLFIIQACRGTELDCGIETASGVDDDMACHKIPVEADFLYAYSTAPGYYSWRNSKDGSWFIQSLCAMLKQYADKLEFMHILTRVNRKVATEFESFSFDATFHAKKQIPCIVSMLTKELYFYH
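Test system: Procaspase-3 D3A mutant; medium: Zinc-free HEPES/NaCl buffer with 0.01% Triton X-100 at pH 7.4; reagent: DEVD-pNA substrate; doses: one concentration, 8.5 µM nominal, 0.8% DMSO; times: 1 h preincubation plus 2 h reaction at 25 °C; signal: Epi-absorbance at 405 nm of released p-nitroaniline, 0 and 120 min; replicates: singlicate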
PP1 inh: counter-screen for PP5 inhibitors: inhibitors of human PP1-alpha; 320,000 tested, 0.9% active; inhibition, % at 6.7 µM; P62136; purified PP1alpha, OMFP fluorescence;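 active means inhibition above the mean inhibition of all tested compounds plus 3 SD, computed separately for each screening campaign, cut at about 15% in these data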
Target sequence (P62136 whole entry, looked up): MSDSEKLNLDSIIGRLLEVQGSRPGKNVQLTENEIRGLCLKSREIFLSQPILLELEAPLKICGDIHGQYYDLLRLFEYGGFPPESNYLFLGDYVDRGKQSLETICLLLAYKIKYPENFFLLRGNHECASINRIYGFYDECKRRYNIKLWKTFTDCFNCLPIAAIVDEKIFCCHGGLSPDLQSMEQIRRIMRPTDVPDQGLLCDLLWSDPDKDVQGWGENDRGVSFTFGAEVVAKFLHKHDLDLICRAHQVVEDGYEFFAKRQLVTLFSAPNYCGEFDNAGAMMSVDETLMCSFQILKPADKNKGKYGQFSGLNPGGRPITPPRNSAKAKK
The depositor's hits bear a star; ? = inconclusive; nt = no result given; & = joins results of further samples.

molecule	core dimer inh	CTSL1 counter	Efflux pump mplx	proCasp7 act	PP5 inh	TPT1 inhibitor	JMJD2C inh	procasp3 activ	PP1 inh
O=C(O)COc1ccc(-c2nc(-c3ccccc3)c(-c3ccccc3)[nH]2)cc1	3	9	0.1	0	1.3	-2	-1	-4	0
Cc1cc(C(=O)CN2CC(C)OC(C)C2)c(C)n1-c1ccccc1 (configuration not stated)	2	2	0.0	-2	2.4	2	2	9	0
O=C1CCN(S(=O)(=O)c2ccccc2)CCN1CCOCc1ccc(Cl)cc1	0	-2	-0.1	0	2.1	-2	187	-1	3
Cc1cc(C)cc(NC(=O)C2CCCN2C(=O)NC2CCCCC2)c1 (configuration not stated)	-6	7	-0.1	3	-2.5	-2	6	-1	-2
Cc1cccn2c(NC(=O)c3ccccc3F)c(-c3ccccc3)nc12	4	5	-0.1	1	-0.1	2	-6	4	-1
COc1ccc(S(=O)(=O)CCc2nnc(NC(=O)c3cccs3)s2)cc1	-1	3	-0.1	1	2.6	0	3	3	-2
CC(OC(=O)c1nn(C)c(=O)c2ccccc12)C(=O)Nc1ccc(S(N)(=O)=O)cc1 (configuration not stated)	-3	2	0.1	-2	-0.5	-1	-2	5	-5
CCOC(=O)C1C(=O)NCC2CCCC21 (configuration not stated)	-3	-9	0.2	-1	2.7	4	0	-13	-8
Cc1ccc(S(=O)(=O)N(C)C)cc1NC(=O)COC(=O)C1CCN(S(=O)(=O)c2cccs2)CC1	3	-8	0.0	6	0.1	-1	3	2	-1
COc1ccc(-c2cc3ccc(O)cc3oc2=O)cc1OC	1	1	-0.1	22	1.9	1	?	15	-4
CC(C)CCOc1ccc(C2CC(=O)N(C)C2=O)cc1 (configuration not stated)	1	0	0.1	4	-2.6	-4	1	6	-1
CS(=O)(=O)Nc1ccc(Oc2ncccn2)cc1	-2	-2	-0.1	7	-0.3	-3	-13	1	-2
CCCc1nn(C)c(C(=O)Nc2ccc(C(C)(C)C)cc2)c1Cl	-4	0	0.8	8	2.2	-2	4	8	2
CCc1ccc(OCC(=O)Nc2ccc(CN3CCCCC3)cc2)cc1	0	-1	-0.1	-10	1.2	-1	5	12	-1
CCCN(C(=O)Cc1coc2cc(OC)ccc12)C1CCS(=O)(=O)C1 (configuration not stated)	nt	nt	0.0	2	nt	nt	16	6	nt
CCN(C(=O)CN1CCN(Cc2ccccc2)CC1)c1c(N)n(Cc2ccccc2)c(=O)[nH]c1=O	-5	-2	-0.1	3	1.3	-6	22	4	1
COc1ccc(C(=O)N2CCN=C2SC)cc1	5	-10	0.4	5	-1.9	-2	-6	-6	1
CCN(CC)Cc1ccccn1	2	-1	-0.1	10	-2.4	0	1	4	-3
CCOc1ccccc1NC(=O)CC1Nc2ccccc2NC1=O (configuration not stated)	7	1	0.0	1	4.1	1	3&-5	-5	-3
CCC1C(=O)N=C(SCC(=O)Nc2ccc(S(N)(=O)=O)cc2)NC1=O (configuration not stated)	-7	6	-0.1	-4	-0.6	0	9	3	-3
CN(CC(=O)Nc1ccc(F)cc1)C(=O)COC(=O)c1ccccc1	-3	-4	0.0	8	-1.3	-6	9	0	-6
CCOC(=O)c1c(CN2CCOCC2)oc2ccc(OC(C)=O)cc12	-10	-6	0.2	4	0.0	2	3	-3	-3
CC(OC(=O)c1ccc2noc(-c3ccccc3)c2c1)C(N)=O (configuration not stated)	-11	-3	0.5	-11	-5.9	1	-20	-3	-4
CCOC(=O)CS(=O)(=O)c1nc(-c2ccc(F)cc2)cc(C(F)(F)F)n1	1	1	-0.1	-8	4.6	-2	3	-21	-1
Cc1ccccc1C1C(C#N)=C2N=C(N)c3c(sc4c3CCCCC4)N2C2=C1C(=O)CCC2 (configuration not stated)	32	2	-0.1	-8	0.8	9	-1	-4	25*
COc1cccc(N2C(=O)Nc3ccc(Br)cc3C2(O)C(=O)NCCN(C)C)c1 (configuration not stated)	-13	0	-0.2	4	0.8	2	-2	-2	1
Cc1cc(NC(=O)c2cc([N+](=O)[O-])cc([N+](=O)[O-])c2)no1	-5	1	-0.3	3	1.3	-3	-19	-4	2
COC(=O)c1ccc(NC(=O)Cn2c(-c3nonc3N)nc3ccccc32)cc1	6	-3	-0.1	1	-0.1	1	0	11	5
Cn1c(SCC(=O)C(C)(C)C)nnc1-c1ccccn1	1	-1	0.1	-6	-1.0	1	3	4	-1
COc1ccccc1C1=NOC(C(=O)N2CCN(C(=O)c3ccco3)CC2)C1 (configuration not stated)	7	2	0.0	0	-0.9	1	-1	5	-2

Compound profiles, from the list above. Screens in order: core dimer inh | CTSL1 counter | Efflux pump mplx | proCasp7 act | PP5 inh | TPT1 inhibitor | JMJD2C inh | procasp3 activ | PP1 inh
Results for CCN(C(=O)CN1CCN(Cc2ccccc2)CC1)c1c(N)n(Cc2ccccc2)c(=O)[nH]c1=O = -5 | -2 | -0.1 | 3 | 1.3 | -6 | 22 | 4 | 1
Results for COc1cccc(N2C(=O)Nc3ccc(Br)cc3C2(O)C(=O)NCCN(C)C)c1 (configuration not stated) = -13 | 0 | -0.2 | 4 | 0.8 | 2 | -2 | -2 | 1
Results for CCC1C(=O)N=C(SCC(=O)Nc2ccc(S(N)(=O)=O)cc2)NC1=O (configuration not stated) = -7 | 6 | -0.1 | -4 | -0.6 | 0 | 9 | 3 | -3
Results for Cc1ccccc1C1C(C#N)=C2N=C(N)c3c(sc4c3CCCCC4)N2C2=C1C(=O)CCC2 (configuration not stated) = 32 | 2 | -0.1 | -8 | 0.8 | 9 | -1 | -4 | 25*
Results for CCOc1ccccc1NC(=O)CC1Nc2ccccc2NC1=O (configuration not stated) = 7 | 1 | 0.0 | 1 | 4.1 | 1 | 3&-5 | -5 | -3

The listing continues.
molecule	core dimer inh	CTSL1 counter	Efflux pump mplx	proCasp7 act	PP5 inh	TPT1 inhibitor	JMJD2C inh	procasp3 activ	PP1 inh
O=C(CCn1nc(-c2ccc(F)cc2)ccc1=O)NCc1ccccc1	-3	-1	-0.1	7	-1.7	-3	-3	7	0
O=C1CSC(c2ccccc2F)N1c1cc(Cl)ccc1O (configuration not stated)	6	9	0.1	-8	2.8	2	11	-3	-4
C=CCNC(=O)c1ccccc1NC(=O)c1ccccc1N(C)S(C)(=O)=O	0	3	0.0	-4	-0.9	-6	3	4	1
CCOc1ncccc1C(=O)OCc1nnc(-c2ccccc2)o1	8	-4	0.2	13	1.2	-6	-7	-8	0
Clc1ccccc1-c1nnc(-c2ccc3c(c2)OCO3)o1	5	5	0.0	0	3.2	-1	4	-4	3
CCCCNC(=O)c1ccc(/C=C2\Oc3ccccc3N(C)C2=O)cc1	9	-3	0.0	-25	-0.8	0	6	-5	-2
CCCCCCSc1cc(-c2nc3ccc(C)cn3c2NCc2ccccc2)ccc1OC	6	1	0.3	13	2.7	-3	-1	0	21*
COc1ccc(C(=O)CSc2ccc(-c3ccccc3)nn2)cc1	10	4	0.3	-1	0.7	-3	15	-1	3
Cc1ccc(C(=O)OCCN2CCN(c3ncc(C(F)(F)F)cc3Cl)CC2)cc1	2	2	-0.1	-4	0.3	1	-5	-5	-1
CCC12CN(S(=O)(=O)c3ccc(C)cc3)CC(CC)(CN(S(=O)(=O)c3ccc(C)cc3)C1)C2=O	5	-1	0.1	11	0.7	0	-2	-2	-2
CN(C)C(=O)C(=O)c1cccn1-c1cccc(Cl)c1C#N	-4	-1	-0.4	10	1.0	2	-2	3	-2
CC1(C)C(=O)OC(c2c(F)c(F)c(F)c(F)c2F)C2(CCCCC2)C1=O (configuration not stated)	7	5	0.3	9	2.1	-1	9	-6	1
NC(=O)NOCc1ccccc1F	-4	-4	0.0	-1	1.4	8	-11	6	1
COc1ccc(-c2nc3ccc(C)cc3c(=O)o2)cc1OC	-3	-1	-0.2	-3	-0.4	-5	-1	-3	-1
CCC(C)[C@H](N)c1nnc(SCC(=O)c2ccc(Cl)cc2)o1 (some centres not stated)	2	-3	-0.1	1	3.0	0	2	8	7
CC(=O)Nc1ccc(S(=O)(=O)N2CCCC3CCCCC32)cc1 (configuration not stated)	nt	nt	0.3	1	2.9	nt	nt	-1	-2
O=C1C2C3C=CC(C3)C2C(=O)N1c1ccccc1OS(=O)(=O)c1ccccc1 (configuration not stated)	-5	-4	0.6	-8	-3.2	4	-5	-3	2
COc1c(C)cccc1C(=O)NCc1ccc2c(c1)OCO2	2	2	0.0	0	1.6	0	18	6	-1
CCN(CC)S(=O)(=O)c1cc(NC(=O)CN2C(=O)NC(C)(c3ccccc3)C2=O)ccc1C (configuration not stated)	0	-54	0.1	-3	1.9	-4	-4	7	0
